Assay outcomes from PubChem BioAssay.
Apaf1 inhib: human Apaf-1 inhibition; O14727; reconstituted apoptosome caspase-3 activity, DEVD-Rh110 fluorescence; inhibition, % at 20 µM; 0.71% of 330,000 active; AID 489030; active = inhibition of at least 40% at 20 µM;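 also: plate controls were DMSO wells for no effect and DEVD-CHO caspase inhibitor wells for full effect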
Target sequence (O14727 whole entry, looked up): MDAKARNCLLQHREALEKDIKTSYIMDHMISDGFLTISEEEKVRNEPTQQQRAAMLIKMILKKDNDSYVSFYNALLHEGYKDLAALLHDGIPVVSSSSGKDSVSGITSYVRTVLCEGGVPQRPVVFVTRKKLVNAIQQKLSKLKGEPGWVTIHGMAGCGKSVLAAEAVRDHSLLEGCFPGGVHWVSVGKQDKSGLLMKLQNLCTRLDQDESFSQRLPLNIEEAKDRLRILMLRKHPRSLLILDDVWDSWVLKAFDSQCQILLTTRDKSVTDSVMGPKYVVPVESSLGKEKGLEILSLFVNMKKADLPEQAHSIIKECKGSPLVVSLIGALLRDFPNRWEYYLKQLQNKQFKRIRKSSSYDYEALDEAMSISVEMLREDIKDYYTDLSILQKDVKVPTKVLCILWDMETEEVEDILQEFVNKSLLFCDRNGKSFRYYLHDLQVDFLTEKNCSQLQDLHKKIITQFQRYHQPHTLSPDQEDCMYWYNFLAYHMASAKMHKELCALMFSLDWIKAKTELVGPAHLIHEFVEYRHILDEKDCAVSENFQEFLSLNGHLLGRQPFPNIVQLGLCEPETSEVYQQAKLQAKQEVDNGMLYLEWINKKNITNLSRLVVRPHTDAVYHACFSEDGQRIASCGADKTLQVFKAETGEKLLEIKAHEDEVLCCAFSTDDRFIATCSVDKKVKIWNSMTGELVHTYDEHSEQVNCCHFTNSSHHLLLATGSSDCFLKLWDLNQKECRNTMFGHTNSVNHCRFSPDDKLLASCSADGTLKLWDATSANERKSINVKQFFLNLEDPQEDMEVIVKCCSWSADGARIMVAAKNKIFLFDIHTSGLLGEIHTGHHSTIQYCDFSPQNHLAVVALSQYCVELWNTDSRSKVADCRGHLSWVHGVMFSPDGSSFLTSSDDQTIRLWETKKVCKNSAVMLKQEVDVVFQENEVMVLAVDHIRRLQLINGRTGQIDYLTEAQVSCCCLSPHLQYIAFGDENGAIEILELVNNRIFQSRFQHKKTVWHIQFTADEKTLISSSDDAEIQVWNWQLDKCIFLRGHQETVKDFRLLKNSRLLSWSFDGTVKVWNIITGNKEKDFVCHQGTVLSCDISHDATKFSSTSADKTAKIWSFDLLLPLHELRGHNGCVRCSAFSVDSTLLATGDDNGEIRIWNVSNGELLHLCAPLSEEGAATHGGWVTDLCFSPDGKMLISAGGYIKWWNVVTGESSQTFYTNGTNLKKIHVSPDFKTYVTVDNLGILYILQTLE
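Material: reconstituted apoptosome with Apaf-1, cytochrome c, caspase-9, procaspase-3, dATP / Buffer or medium: pH 7.5 Hepes buffer with CHAPS, BSA, DTT / Also added: cytochrome c with DEVD-Rh110 / Schedule: compound with Apaf-1, dATP, procaspase-3 30 min, then 50 min reaction, room temperature / Technique: rhodamine 110 fluorescence at Ex 480/Em 540 nm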
SENP8 block-1: inhibitors of human SENP8 protease; AID 2540; purified SENP8, Z-RLRGG-aminoluciferin cleavage, luminescence; Q96LD8; inhibition, % at 10 µM; 1.2% of 330,000 active; in the data active = inhibition above about 50%
NALP3 yeast inh: blocks the NALP3 inflammasome reconstituted in yeast. Yeast reconstituted NLRP3/ASC/caspase-1, beta-gal luminescence, 24 h. inhibition, % at 10 µM. 0.39% of 330,000 active;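 active = inhibition of 50% or more; inactive = inhibition below 50%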;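 also: plate controls were induced DMSO wells for no effect and uninduced yeast grown without galactose for full effect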
HKDC1 inh: HKDC1 (human) hexokinase inhibition; recombinant HKDC1, G6PDH/diaphorase resazurin coupled fluorescence; inhibition, % at 20 µM; 0.16% of 340,000 active; AID 493160;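 active = inhibition above about 35% when tested at 20 µM, limit read from the data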;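 also: plate controls were DMSO wells with enzyme for no effect and DMSO wells lacking enzyme for full effect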
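Test system: recombinant HKDC1 (HK5) hexokinase enzyme, produced in-house / Doses: 20 µM test compound, 1% DMSO / Timing: 90 min, room temperature / Detection: G6PDH/diaphorase-coupled fluorescence, 1 mM NADP, 100 µM resazurin, 525/613 nm / Control set: DMSO wells with and without enzyme mix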
SENP1 inh: SENP1 (human) catalytic domain inhibition. Q9P0U3. recombinant SENP1 catalytic domain, CyPet-SUMO1-YPet FRET cleavage. inhibition, % at 10 µM. 0.21% of 360,000 active;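 active = inhibition at least 30% at 10 µM, raw YFP signal under a set limit, fluorescence ratio 0.5 to 1.5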;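 also: 0% = enzyme with DMSO and 100% = no enzyme wells; some results filed as inactive read as strong as hits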
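Assay system: hSENP1 catalytic domain, recombinant. Amount: SENP1 enzyme, 20 pM final. Schedule: 50 min reaction, RT, dark. Technique: FRET, CFP and YFP emission. Control set: no-enzyme wells low, DMSO-plus-enzyme wells high control.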
SENP7 block: SENP7 protease inhibition; Q9BQF6; recombinant SENP7, Z-RLRGG-aminoluciferin luminescence, 40 min; inhibition, % at 5 µM; 1.5% of 330,000 active; AID 434973;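 active = inhibition above about 50% at the single test dose, limit read from the data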;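 also: plate controls were DMSO with enzyme for no effect and no enzyme buffer wells for full effect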
PfGluPho inh: PfG6PD (Plasmodium falciparum) enzyme inhibition. inhibition, % at 20 µM. PfGluPho enzyme, NADPH resazurin-diaphorase fluorescence. 0.78% of 350,000 active;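 active = inhibition reaching at least a set limit at 20 µM in the primary screen, cut at about 59% in these data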;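 also: 0% = DMSO wells with substrate and 100% = DMSO wells lacking glucose-6-phosphate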
SENP8 block-2: blocks human SENP8 cleavage of Nedd8 substrate. AID 602440. 0.64% of 360,000 active. inhibition, % at 20 µM. recombinant SENP8, Nedd8 substrate fluorescence; in the data active = inhibition mostly above about 40%, no sharp cut-off; inactive = mostly below about 27%
SENP6 block: inhibitors of human SENP6 protease. Q9GZR1. Recombinant SENP6 catalytic domain, aminoluciferin luminescence. inhibition, % at 10 µM. 1.8% of 330,000 active. AID 2599;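 active = inhibition above about 50% at the single tested dose, limit read from the data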;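 also: plate controls were DMSO wells with enzyme for no effect and DMSO wells lacking enzyme for full effect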
The depositor's hits bear a star; . = not tested or not shown.

SMILES	Apaf1 inhib	SENP8 block-1	NALP3 yeast inh	HKDC1 inh	SENP1 inh	SENP7 block	PfGluPho inh	SENP8 block-2	SENP6 block
Cc1nc2ccc(NC(=O)COc3ccccc3F)cc2s1	-2	-12	30	-7	-1	0	1	5	-6
O=C(N/N=C/c1cc(Br)cs1)c1ccccc1[N+](=O)[O-]	-13	-4	1	-3	1	-2	25	26	1
Cc1cccc(C(=O)NNC(=O)c2ccc(NS(=O)(=O)c3cccs3)cc2)c1C	3	-3	21	-5	0	0	-3	8	0
Cn1c(=O)[nH]c(=O)c2c1nc(N1CCCC1)n2CCO	-7	0	16	0	0	0	-12	8	13
O=C(Nc1c2c(nn1-c1ccccc1)CSC2)c1ccc(N2C(=O)CCC2=O)cc1	-5	-4	21	-9	1	6	-7	6	-6
CC(=O)NNC(=S)NC(=O)c1cccc([N+](=O)[O-])c1	-2	-1	12	-8	1	-1	22	14	-14
Cc1ccccc1-n1ncc2c1CC(C)(C)CC2NC(=O)CCN1CCCCC1=O (stereo not drawn)	-3	2	18	-4	-1	5	-18	8	2
COc1ccccc1CCNC(=O)CC1C(=O)NCCN1CCCc1ccccc1 (stereo not drawn)	24	-4	32	-5	-7	4	-6	-61	-2
C/C(CC(=O)Nc1ccccn1)=N\NC(=O)C(=O)Nc1cccc(Cl)c1C	-2	-2	18	-7	-2	9	-17	16	15
Cc1nc([N+](=O)[O-])cn1CC(=O)Nc1ccc(Cl)cc1	-5	-9	7	-3	1	-4	-3	15	12
O=C(c1ccc(F)cc1)N1CCC(O)(c2cccnc2)CC1	-5	-1	5	-5	1	6	-7	17	-13
N#CCN1C(=O)C(=O)N(Cc2cccc(C(F)(F)F)c2)C1=O	0	-9	2	-3	-7	-1	-1	9	-12
CC(=O)NC(=S)NNC(=O)COc1ccc([N+](=O)[O-])cc1	0	-6	3	2	-1	-8	1	11	-14
O=S(=O)(NCCOc1ccccc1F)c1ccc(Cl)cc1F	-6	11	20	2	-1	0	14	10	-15
O=C(c1ccc(F)cc1)N1CCN(C(=O)c2cccnc2)CC1	-1	2	-3	4	-2	-1	-10	28	17
COc1ccc(CNC(=O)C2CCCC2)cc1	-19	5	18	-5	-1	3	7	24	-29
C=CCNC(=S)NNC(=O)C(CCC(C)C)CC(C)(C)O (stereo not drawn)	2	-1	2	-9	-4	6	-17	17	16
CCCCNC(=O)COn1nnc2ccc(S(=O)(=O)N3CCOCC3)cc21	0	12	8	-6	2	-5	-13	2	5
O=C(Cc1ccccc1F)NC1CCSc2ccccc21 (stereo not drawn)	2	1	11	-2	-1	-11	-4	4	-9
NC(=O)[C@@H]1CCCCNc2c(F)cc([N+](=O)[O-])cc2C(=O)N[C@@H](CC(=O)O)C(=O)N[C@@H](CCC(=O)O)C(=O)N1	0	-3	2	1	-1	3	-12	6	10
CSc1ccc(C2CC(=O)Nc3nc(SC)[nH]c(=O)c32)cc1 (stereo not drawn)	0	3	15	-12	1	-4	6	8	-2
COc1ccccc1NC(=O)CN(c1ccccc1C)S(C)(=O)=O	-4	-9	15	-8	1	13	-6	4	-4
Cc1nn(-c2ccc(F)cc2)c(Cl)c1/C=C(/CC(=O)O)c1nc2ccccc2s1	.	.	.	3	1	.	2	-103	.
Cc1ccc(OCCn2cccn2)c(C)c1	7	0	4	1	0	-2	-11	10	3
C=C(C)c1cccc(C(C)(C)NC(=O)N2CCN(CC(N)=O)CC2)c1	3	-9	2	1	-1	-2	5	16	-6
CC(C#N)Sc1ccc(S(=O)(=O)N2CCCC2)cn1 (stereo not drawn)	-3	-11	14	-6	1	-16	4	12	-13
O=c1[nH]cnc2c1ncn2-c1ccc(N(CCO)CCO)cc1	.	.	.	-2	2	.	8	14	.
CC(C)CN(CC(C)C)S(=O)(=O)N1CCC(C(=O)NCc2ccco2)CC1	7	0	13	-7	1	-1	-5	10	-2
Cc1nc2ccccc2nc(=O)c1NNc1ccccc1	.	.	.	-6	-16	.	41	14	.
CCCn1c(=O)c(C(=O)NCc2ccccn2)c(O)c2ccccc21	14	4	44	0	1	-6	-38	-44	-12
Cc1cc(C(C)(C)C)ccc1OC(=O)C1=CC=CN2CCS(=O)(=O)N=C12	14	1	14	-1	1	-20	3	-347	4
COc1ccccc1NC(=S)N(Cc1ccco1)Cc1cc2cc(C)cc(C)c2[nH]c1=O	27	-7	-1	-1	1	-3	-1	-31	-23
COc1cccc(/C=C/C(=O)OCC(=O)NCC2CCCCC2)c1OC	7	-12	23	3	1	4	-20	-294	-13
COC(=O)c1cn(NC(=O)Cn2nc([N+](=O)[O-])c(Br)c2C)c(=O)c2ccccc12	19	-9	1	4	7	-10	-24	13	-3
Cc1cc(C)cc(OCC(=O)Nc2ccc(F)cc2)c1	1	2	24	-11	-1	-2	18	12	-32
COC(=O)C1C(O)C(C)C(O)C(C)(O)/C=C\C=C(/C)C(=O)Nc2c(C)c(OC(C)=O)c3c(c2O)C(=O)C(C)=C2OCOC(=C23)/C(C)=C/C(C)(O)C(O)C(C)C1O (stereo not drawn)	35	6	11	13	-46	7	16	-127	21
CN=C(Nc1cccc(OC)c1)SC1CC(=O)N(c2ccc(C(=O)O)cc2)C1=O (stereo not drawn)	-12	-1	4	12	-1	1	-16	16	1
COc1ccc(CC(=O)Nc2nc3ccc(F)cc3s2)cc1S(=O)(=O)N1CCOCC1	-5	4	-3	-6	-5	4	-25	-2	-5
CC(C)c1ccc(NC2CCCN(C(=O)CCc3cn[nH]c3)C2)cc1 (stereo not drawn)	6	9	9	1	0	0	3	-2	2
COc1ccccc1C(=O)C1CCCN(C(=O)CN2CCCCC2=O)C1 (stereo not drawn)	-10	-15	0	-9	0	-5	6	-4	-17

Ordered by heavy-atom count (smallest number first): 5 of the compounds above
SMILES	Apaf1 inhib	SENP8 block-1	NALP3 yeast inh	HKDC1 inh	SENP1 inh	SENP7 block	PfGluPho inh	SENP8 block-2	SENP6 block
COc1ccccc1NC(=O)CN(c1ccccc1C)S(C)(=O)=O	-4	-9	15	-8	1	13	-6	4	-4
CC(C)c1ccc(NC2CCCN(C(=O)CCc3cn[nH]c3)C2)cc1 (stereo not drawn)	6	9	9	1	0	0	3	-2	2
Cc1cc(C(C)(C)C)ccc1OC(=O)C1=CC=CN2CCS(=O)(=O)N=C12	14	1	14	-1	1	-20	3	-347	4
COc1ccc(CC(=O)Nc2nc3ccc(F)cc3s2)cc1S(=O)(=O)N1CCOCC1	-5	4	-3	-6	-5	4	-25	-2	-5
COc1ccccc1NC(=S)N(Cc1ccco1)Cc1cc2cc(C)cc(C)c2[nH]c1=O	27	-7	-1	-1	1	-3	-1	-31	-23

Back to the main list, starting two compounds before the break.
SMILES	Apaf1 inhib	SENP8 block-1	NALP3 yeast inh	HKDC1 inh	SENP1 inh	SENP7 block	PfGluPho inh	SENP8 block-2	SENP6 block
CC(C)c1ccc(NC2CCCN(C(=O)CCc3cn[nH]c3)C2)cc1 (stereo not drawn)	6	9	9	1	0	0	3	-2	2
COc1ccccc1C(=O)C1CCCN(C(=O)CN2CCCCC2=O)C1 (stereo not drawn)	-10	-15	0	-9	0	-5	6	-4	-17
COC(=O)c1cc(S(=O)(=O)Nc2ccsc2C(=O)OC)oc1C	1	-2	8	3	1	-8	-10	9	-15
C[C@@H]1CC[C@@]23COC(=O)C2=CCC[C@@H]3[C@@]1(C)CC/C(=C/CO)CO	-8	3	-52	7	2	1	-7	5	-26
O=C(NCc1cccs1)C1CCN(S(=O)(=O)c2ccc(Cl)cc2)CC1	-3	0	7	-3	1	7	-7	11	10
O=C(C[n+]1cccc(C(=O)N/N=C/c2cccc([N+](=O)[O-])c2)c1)c1ccccc1	35	-15	25	0	4	13	2	19	-34
CCOc1ccccc1N1CCN(C(=O)C2c3ccccc3Oc3ccccc32)CC1	41*	-5	18	-2	-9	3	1	-5	-19
N#C/C(=C\c1cn(-c2ccccc2)nc1-c1cc2ccccc2o1)c1nc2ccccc2[nH]1	2	-3	0	-4	-26	3	-7	-310	-18
CC1CCCC(NC(=O)Cn2cc(C(F)(F)F)cc(Cl)c2=O)C1C (stereo not drawn)	12	-11	-1	-5	3	-11	7	1	-13
C/C(=N/NC(=O)CNC(=O)c1ccccn1)c1cccc([N+](=O)[O-])c1	-19	1	3	12	1	-2	13	3	-16
O=C(Oc1oc(-c2ccco2)nc1C=Nc1ccc(Cl)cc1)c1ccco1	1	4	23	8	-15	20	23	16	18
CC(NC(=O)COC(=O)CNC(=O)c1ccccc1Cl)C1CC2CCC1C2 (stereo not drawn)	5	-7	30	-3	0	-3	2	20	0
CN1C(=S)N(c2ccccc2)C(=O)/C1=C/c1ccco1	6	-2	-1	-4	-30	3	27	20	9
Cc1ccc(-c2cc(C(F)(F)F)nn2-c2ccc(S(N)(=O)=O)cc2)cc1	11	8	-4	1	2	-4	4	10	-4
Cc1ccc(SC/C(O)=C(\C#N)c2nc3ccccc3n2C)cc1	10	-3	27	-12	-127	2	-16	-55	-4
Cc1ccc(S(=O)(=O)N2CCN(C(=O)C3CCN(C(=O)c4ccccc4C)CC3)CC2)cc1C	-1	-2	4	-5	0	-2	-3	23	-4
CC(C)(C)OC(=O)NCCCCCO	-11	12	20	-2	-1	-5	-6	-3	6
COCCn1c(C)cc(C(=O)CSc2nnnn2C2CCCC2)c1C	1	-4	17	-4	-3	1	6	1	0
CCCCNC(=O)COC(=O)c1ccc(Cl)c(S(N)(=O)=O)c1	-5	2	14	-5	2	3	-20	32	-35
COc1cc(/C=N/NC(=O)c2nonc2N)cc(OC)c1OC	-8	3	11	2	0	-4	11	-2	-12
COc1ccnc(CSC(N)=Nc2cccc(C(F)(F)F)c2)c1	.	.	.	-6	-2	.	-1	-104	.
CNC[C@H](O)c1cccc(O)c1	-5	-10	8	1	6	-7	-2	-14	-12
Cc1ccc(S(=O)(=O)N2CCOCC2)cc1C(=O)Nc1cc(S(=O)(=O)N2CCCCC2)ccc1O	.	.	.	0	1	.	-16	5	.
CC(=O)Nc1ccc(C(=O)OCc2ccccc2Cl)cc1	6	-17	17	-10	1	-11	-5	12	-33
CCOc1cc(N2CCOCC2)c(OCC)cc1NC(=O)c1cccc(S(=O)(=O)N2CCOCC2)c1	11	-11	10	5	2	1	34	12	-17
CC(C)CC(=O)NCCNC(=O)c1cc(OCC(F)(F)F)ccc1OCC(F)(F)F	-7	0	0	-12	1	-4	-2	17	-5
O=C(COc1ccccc1)NCCn1ccc2ccccc21	1	-4	22	-4	-6	4	-4	3	1
Cc1cc(CNCc2c(C(=O)N3CCCCCCC3)nc3ccc(Cl)cn23)nn1C	-17	-1	-6	3	-1	-13	-15	-11	10
O=C1NCCN1C(=O)C12CC3CC(CC(C3)C1)C2	-9	2	1	-6	0	5	5	6	5
COc1ccc(CCNC(=O)CNC(=O)c2ccccc2Br)cc1OC	2	-7	9	-4	1	2	-7	5	-10
O=C(CSc1ccccc1)Nc1ccc2c(c1)OCCO2	-19	-8	14	2	1	14	2	2	2
COc1ccc(C(=O)NCC(=O)N2CCN(C(=O)c3ccco3)CC2)cc1	0	5	20	-4	1	-7	-3	7	2
COc1ccc2oc(C(=O)OCC(=O)Nc3ccccc3)c(C)c2c1	4	-18	17	2	-11	7	2	-337	-7
COc1ccccc1CNC(=O)CN1C(=O)NC2(CCCCCCC2)C1=O	-1	-5	7	-8	1	-10	-4	18	-9
